High-throughput results deposited in PubChem by several laboratories.
Fh CTSL1 inh: blocks F. hepatica cathepsin L1 in PFM18AAP counter-screen; recombinant F. hepatica cathepsin L1, Z-Leu-Arg-MCA fluorescence; inhibition, % at 5.96 µM; hit rate 0.49% among 300,000;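 active = inhibition above the mean of all tested compounds plus 3 SD, set per screening campaign, cut at about 17% in these data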;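 note: 0% = plate median of test compound wells and 100% = 1 µM Z-Phe-Ala-diazomethylketone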
HCV core dimer: HCV core protein dimerization inhibition; AID 1899; TR-FRET GST/Flag-core106 dimerization, 1536-well; inhibition, % at 5 µM; hit rate 0.33% among 300,000;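 active = inhibition above the mean of all tested compounds plus 3 SD, set per screening campaign, cut at about 45% in these data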
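Assay system: GST-tagged and Flag-tagged HCV core protein residues 1-106 / Times: compound-protein-antibody incubation 4 h at 22.5 °C / Signal: time-resolved FRET, ex 340 nm, em 617 and 671 nm / Evaluation: % inhibition based on acceptor/donor emission ratio / Benchmarks: wells lacking GST-core106 and wells with excess unlabelled core106 / Repeats: singlicate, one well per compound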
GASC-1 inh: inhibitors of human GASC-1 (JMJD2C) demethylase | GST-JMJD2C(1-420) H3K9me3 demethylation, DELFIA europium | inhibition, % at 2.35 µM | hit rate 0.069% among 330,000 | AID 2099;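 active = more than half of a compound's replicate wells show inhibition beyond 50%, single wells judged on their own value; inconclusive = some, but no more than half, of replicates pass 50% inhibition; inactive = no replicate passes 50% inhibition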;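 note: signal counts dimethyl H3K9 product captured on neutravidin plate; 0% = median of DMSO wells and 100% = 0.3 times that DMSO median; strong numbers were not always called active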
PP5 primary: blocks human protein phosphatase 5 activity; P53041; purified PP5c, OMFP substrate fluorescence; inhibition, % at 6.7 µM; hit rate 0.18% among 320,000; AID 1987;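 active = inhibition above the campaign's mean inhibition across all tested compounds plus 3 SD, cut at about 9.5% in these data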;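 note: 0% = DMSO only and 100% = 100 µM cantharidin control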
PREPL inh: inhibitors of human prolyl oligopeptidase-like enzyme PREPL; Q4J6C6; recombinant PREPL, fluorescence polarization activity-based probe; inhibition, % at 5.96 µM; hit rate 0.68% among 320,000; AID 2751; in the data active = inhibition above about 43%;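 note: 0% = enzyme with DMSO and 100% = wells lacking enzyme; many of its hits are not listed in these tables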
Target sequence (Q4J6C6 whole entry, looked up): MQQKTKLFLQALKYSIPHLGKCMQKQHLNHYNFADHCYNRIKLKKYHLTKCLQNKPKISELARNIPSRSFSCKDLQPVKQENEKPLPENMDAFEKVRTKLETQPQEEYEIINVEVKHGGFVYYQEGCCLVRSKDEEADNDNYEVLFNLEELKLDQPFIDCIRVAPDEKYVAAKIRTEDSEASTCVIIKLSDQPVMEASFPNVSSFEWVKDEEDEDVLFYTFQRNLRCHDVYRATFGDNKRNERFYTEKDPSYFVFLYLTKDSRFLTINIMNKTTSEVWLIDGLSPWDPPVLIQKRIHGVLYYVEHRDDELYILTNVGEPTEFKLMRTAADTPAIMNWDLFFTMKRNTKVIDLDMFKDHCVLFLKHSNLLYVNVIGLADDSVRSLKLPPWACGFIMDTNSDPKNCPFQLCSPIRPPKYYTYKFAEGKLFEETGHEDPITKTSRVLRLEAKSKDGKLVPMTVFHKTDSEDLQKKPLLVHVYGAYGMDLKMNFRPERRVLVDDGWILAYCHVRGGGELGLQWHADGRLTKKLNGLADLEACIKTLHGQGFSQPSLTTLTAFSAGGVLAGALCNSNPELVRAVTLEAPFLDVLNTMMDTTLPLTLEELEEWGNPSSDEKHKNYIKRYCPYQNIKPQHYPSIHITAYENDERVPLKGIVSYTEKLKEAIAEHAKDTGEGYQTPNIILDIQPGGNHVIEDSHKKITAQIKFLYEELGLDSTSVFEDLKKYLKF
PP1 inh: blocks human PP1-alpha phosphatase, a PP5 counter-screen. P62136. purified PP1alpha, OMFP fluorescence. hit rate 0.9% among 320,000. inhibition, % at 6.7 µM;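 active = inhibition above the mean inhibition of all tested compounds plus 3 SD, computed separately for each screening campaign, cut at about 15% in these data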
LYPLA2 inh: counter-screen for PME1 inhibitors: inhibitors of human LYPLA2; AID 2177; O95372; inhibition, % at 5.9 µM; recombinant LYPLA2, FP-Rh probe fluorescence polarization; hit rate 0.38% among 320,000;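 active = inhibition above the screen-wide mean plus 3 SD, limit set per campaign, cut at about 26% in these data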;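 note: 0% = LYPLA2 with DMSO and 100% = wells lacking LYPLA2 enzyme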
Target sequence (O95372 whole entry, looked up): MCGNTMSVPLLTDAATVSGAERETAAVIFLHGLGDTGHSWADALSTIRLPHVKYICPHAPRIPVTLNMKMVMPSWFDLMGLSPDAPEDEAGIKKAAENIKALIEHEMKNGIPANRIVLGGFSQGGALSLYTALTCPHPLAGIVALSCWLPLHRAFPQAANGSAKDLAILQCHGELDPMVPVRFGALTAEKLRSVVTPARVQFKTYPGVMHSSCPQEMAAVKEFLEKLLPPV
TPT1 inhibitor: blocks Candida albicans tRNA 2'-phosphotransferase | recombinant caTPT1, FP RNA substrate dephosphorylation | inhibition, % at 5 µM | hit rate 0.81% among 300,000;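 active = inhibition above the mean of all tested compounds plus 3 SD, set per screening campaign, cut at about 24% in these data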;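 note: plate controls were DMSO alone for no effect and ferristatin control at 100 nM for full effect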
Efflux pump mplx: blocks antifungal efflux pumps in multiplex yeast assay; S. cerevisiae Candida pump triplex, Nile Red efflux; inhibition, % at 10 µM; hit rate 0.44% among 330,000;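 active = plate passing quality check with inhibition over a set limit, or well fluorescence over plate mean plus 4 SD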;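 note: Nile Red retained in pooled yeast measured as flow cytometry median fluorescence; 0% = buffer negative control and 100% = Enniatin B positive control; higher means more Nile Red kept so more efflux inhibition; some compounds called inactive have numbers as strong as hits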
* hit, by the source's call; ? = inconclusive; . = not tested or not shown; & = joins results of further samples.

SMILES	Fh CTSL1 inh	HCV core dimer	GASC-1 inh	PP5 primary	PREPL inh	PP1 inh	LYPLA2 inh	TPT1 inhibitor	Efflux pump mplx
CC(=O)C(N=Nc1ccccc1)(Sc1nnc(-c2ccccc2)n1-c1ccccc1)C(C)=O	1	11	8	1.1	-23	6	7	-2	0.1
C=C(C)CN(CC)C(=O)CSc1nc(O)cc(=O)n1C1CCCC1	0	4	?	-3.2	3	-1	-8	5	-0.1
Cc1cc(N2CCOCC2)nc(N2CCOCC2)n1	4	0	-7	-1.2	21	-3	-4	8	0.1
CCC(c1nnnn1C1CCCC1)N1CCN(c2ccccc2)CC1 (stereo not given)	-3	0	5	-1.3	-24	2	-5	-5	0.0
CC(=O)c1ccc(-n2c(=O)[nH]c(=O)c3c(N)c(C(=O)c4ccc(Cl)cc4)sc32)cc1	9	21	2	-0.7	-7	40*	3	-1	0.0
COc1ccc(Cc2nc3ccc(S(=O)(=O)N4CCOCC4)cc3[nH]2)cc1OC	-3	-2	2	1.3	0	2	-8	1	0.5
COC(=O)N1C(=O)[C@](CC(C)C)(c2ccccc2)N1C(=O)OC	-1	-15	2	0.6	7	-1	5	1	-0.1
CCCNC(=O)c1ccc2c(c1)nc(C)n2-c1cccc(Cl)c1	-1	-5	4	-1.7	6	-1	3	-1	0.1
Cc1ccc(C(C)C)c(OCCCN2C(=O)NC(C)(C)C2=O)c1	1	-5	-12	0.0	-16	-3	-7	0	0.1
Cc1c(C(=O)O)oc2c1C(O)CC(C)(C)C2 (stereo not given)	-3&3	1&-6	?	3.2&-2.2	5&9	-5&-1	1&-1	1&1	0.0&-0.5

Whole records, looked up by structure. Order of screens: Fh CTSL1 inh | HCV core dimer | GASC-1 inh | PP5 primary | PREPL inh | PP1 inh | LYPLA2 inh | TPT1 inhibitor | Efflux pump mplx
CCC(c1nnnn1C1CCCC1)N1CCN(c2ccccc2)CC1 (stereo not given) as listed: -3 | 0 | 5 | -1.3 | -24 | 2 | -5 | -5 | 0.0
COC(=O)N1C(=O)[C@](CC(C)C)(c2ccccc2)N1C(=O)OC as listed: -1 | -15 | 2 | 0.6 | 7 | -1 | 5 | 1 | -0.1
Cc1c(C(=O)O)oc2c1C(O)CC(C)(C)C2 (stereo not given) as listed: -3&3 | 1&-6 | ? | 3.2&-2.2 | 5&9 | -5&-1 | 1&-1 | 1&1 | 0.0&-0.5

Later entries.
SMILES	Fh CTSL1 inh	HCV core dimer	GASC-1 inh	PP5 primary	PREPL inh	PP1 inh	LYPLA2 inh	TPT1 inhibitor	Efflux pump mplx
Cc1ccc(-c2n[nH]c(Cc3ccccc3)n2)cc1	-4	-1	5	1.6	2	2	-7	2	0.3
Cc1ccc(C2=NC(C)(C)NC2=O)cc1	2	-2	-41	2.0	21	-1	-2	-1	0.0
Cc1ccc(C)c2sc(NC(=O)C3CC3)nc12	-2	-9	0	4.5	11	2	-5	-2	-0.1
COc1ccc(N2CCN(C3CC(=O)N(Cc4ccccc4)C3=O)CC2)cc1 (stereo not given)	-6	4	2	0.9	-3	-2	0	0	-0.2
CCOC(=O)C1CCCN(C(=O)c2ccc3c(c2)N(Cc2ccccc2)C(=O)c2ccccc2S3=O)C1 (stereo not given)	-1	-3	.	2.4	25	-1	7	-1	0.2
CCOC(=O)N1CCN(S(=O)(=O)CCNC(=O)c2cccc(OC)c2)CC1	4	-3	-10	-0.4	-1	-5	11	0	0.3
O=C(CCc1ccccc1)N1CCN(c2ccccn2)CC1	-4	-5	-7	3.5	-7	-2	0	3	0.0
O=C1Nc2c(ccc(Cl)c2Cl)C(=O)C1(F)c1ccccc1 (stereo not given)	1	5	2	-1.5	-2	0	1	0	0.2
C=CCc1cccc(/C=N/NC(=O)c2ccccc2OC)c1O	-2	10	0	4.5	6	-1	-7	2	-0.2
O=C(COc1ccccc1)Nc1ccc(OC(F)(F)C(F)F)c(NC(=O)COc2ccccc2)c1	0	1	-2	0.8	-8	0	8	-1	0.1
CC(C)N(Cc1ccccc1)C(=O)CN1C(=O)c2ccccc2C1=O	-9	5	7	-0.3	-1	-1	-2	1	0.0
CCOC(=O)c1c(C)[nH]c(C)c1C(=O)COC(=O)/C=C/c1ccco1	.	.	1	-1.6	-4	0	-2	.	0.0
CC1CCCN(C(=O)CSc2nc3ncccc3[nH]2)C1 (stereo not given)	1	5	2	0.8	-1	0	1	-1	-0.1
CN(C)S(=O)(=O)c1ccc(N2CCCC2)c(C(=O)NCC2CCCO2)c1 (stereo not given)	-1	-3	-3	0.0	7	-4	4	0	0.0
Cc1[nH]c2ccccc2c1C(=O)CSc1ccc(Cl)cc1	1	-1	-14	6.0	-7	-2	-1	4	-0.1
Cc1ccc(CNC(=O)C2CNc3cc(C)ccc3O2)cc1 (stereo not given)	0	-2	-4	1.5	1	-4	8	-1	0.1
CCOC(=O)c1cnc(SCC(=O)NCc2cccs2)nc1N	11	3	0	-1.8	2	-9	-9	-3	0.0
Cc1ccc(N(CCC#N)C(=O)CN2C(=O)NC(Cc3ccccc3)C2=O)cc1 (stereo not given)	2	-1	-9	0.3	15	-2	-4	-2	0.1
Cc1c(C(=O)Nc2ccc3c(c2)CCC3)cccc1[N+](=O)[O-]	-1	-7	-1	0.6	14	0	2	-5	-0.2
CCOC(=O)c1c(C)[nH]c(C(=O)CSc2nccc(C)n2)c1C	-4	-5	-6	3.1	11	-8	0	2	0.2
CCN(CC)S(=O)(=O)c1ccc(-c2nnco2)cc1	-3	3	1	1.9	14	-3	0	3	0.1
COC(=O)c1c(NC(=O)CN2C(=O)C(=O)N(C(C)C)C2=O)sc(C)c1C	.	.	6	2.4	6	-1	-3	.	0.0
O=C(Nc1cccc([N+](=O)[O-])c1)c1ccc2c(c1)C(=O)N(c1ccccn1)C2=O	1	9	-19	4.6	-2	1	20	-1	-0.1
COc1cc(/C=N/NC(=O)NC2CCCCC2)ccc1O	1	0	-3	4.1	6	-1	-4	-2	0.0
COc1cccc(OCC(=O)O)c1	1	0	-18	1.0	-1	5	5	-2	-0.1
CC1CCCC(NC(=O)CCn2c(=S)oc3ccccc32)C1C (stereo not given)	3	0	-6	-0.3	19	-1	-4	1	0.0
CN1CC(=O)N2C(c3cccc([N+](=O)[O-])c3)c3[nH]c4ccccc4c3C[C@H]2C1=O (stereo not given in full)	-1	-2	6	-0.9	13	2	-7	-4	-0.2
CCOc1ccc(OCC)c(NC(=O)CCCN2C(=S)NC(C)(C)CC2C)c1 (stereo not given)	11	-5	2	-1.7	-1	3	-2	-1	-0.1
CC1Sc2ccc(S(=O)(=O)N3CCC(C(=O)Nc4cccc(Cl)c4)CC3)cc2NC1=O (stereo not given)	1	17	-10	5.9	-7	2	-21	0	0.1
O=[N+]([O-])c1ncn(C23CC4CC(CC(C4)C2)C3)n1	-4	0	-10	-0.8	1	-3	0	-1	0.0
COc1ccc(-c2cc(C(=O)N3CCCCCC3)c3cc(C)ccc3n2)cc1	6	-1	1	3.1	12	-1	-3	3	-0.3
N#CCc1ccc(OC(=O)c2cccnc2)cc1	0	3	6	2.1	9	0	-1	-1	0.1
CCOC(=O)c1c(NC(=O)c2cc(C)on2)c2cc([N+](=O)[O-])ccc2n1C	1	-5	5	1.9	10	-1	-3	-3	0.0
Cn1c(C(=O)N2CCC(C(=O)NCc3ccccc3)CC2)cc2sccc21	-4	-1	1	1.5	-4	3	-2	1	0.0
O=C(/C=C/c1ccc([N+](=O)[O-])cc1)c1ccco1	1	14	-7	2.5	-9	2	3	-1	0.3
N=C1SCC(=O)N1c1nc(-c2ccccc2)cs1	1	-1	-1	1.4	0	-4	7	-3	0.0
CCN(Cc1ccccc1)C(=O)c1ccc(N(C)S(=O)(=O)c2ccc(C)cc2)cc1	3	5	7	3.0	10	1	-1	-2	-0.1
CCOc1ccccc1C(=O)NC(C(=O)NCc1ccccc1OC)C(C)C (stereo not given)	1	-3	3	-2.5	-5	-7	3	1	-0.1
CCOC(=O)c1ccc(OCc2nc(-c3cccs3)no2)cc1	2	14	-2	2.9	-16	0	5	-2	0.0
CCOc1ccc(C(=O)OCC(=O)Nc2ccc3c(c2)OCCO3)cc1OC	.	.	-10	-1.9	-3	-1	5	.	-0.1
CCCCNC(=O)Oc1c(Br)cc2sc(=O)oc2c1Br	23*	-3	-1	-0.1	18	3	-2	5	0.3
O=C(O)CC(NS(=O)(=O)c1cccc2nsnc12)c1ccc(F)cc1 (stereo not given)	1	-2	6	1.3	-1	-4	5	0	-0.1
CCOC(=O)c1sc(=S)n(C)c1NC(=O)c1ccc(C(C)(C)C)cc1	3	8	0	2.9	1	-4	-4	1	-0.1
Cc1csc(NC(=O)c2cccc(S(=O)(=O)N3CCN(C)CC3)c2)n1	-1	-3	17	2.8	-6	-2	-2	-2	0.0
CCc1ccc(CCC(=O)Nc2ccc(Cl)cc2)o1	1	-5	9	3.1	1	2	1	1	0.0
Cc1cc(=O)oc2cc(OCC(=O)Nc3c(Cl)cccc3C(F)(F)F)ccc12	0	1	8	0.8	-6	8	4	-3	-1.2
Cc1ccc(N2CC(C(=O)Nc3ccc(S(=O)(=O)Nc4nccs4)cc3)CC2=O)cc1C (stereo not given)	1	2	32	-3.4	-4	-2	9	4	0.0
C#CCCc1ccccc1/C=[N+](/C)[O-]	.	.	-6	3.3	19	2	7	.	-0.3
CC(=O)c1c(C)[nH]c(C(=O)COC(=O)c2nccnc2N)c1C	.	.	16	3.6	12	2	-7	.	0.2
CCc1ccc(C(=O)O)cc1	-4	1	-2	0.3	-9	-11	-3	-5	-0.1
(next part)
SMILES	Fh CTSL1 inh	HCV core dimer	GASC-1 inh	PP5 primary	PREPL inh	PP1 inh	LYPLA2 inh	TPT1 inhibitor	Efflux pump mplx
CCN(CC(=O)Nc1ccc(NC(C)=O)cc1)C(=O)/C=C/c1ccc([N+](=O)[O-])cc1	3	1	-2	-2.2	-5	-4	-4	3	0.0
CCCCNc1c(-c2ccc(SC(C)CC)cc2)nc2ccccn12 (stereo not given)	1	-4	-4	6.3	9	7	7	4	0.1
COc1ccc(NC(=O)C2C3C=CC(O3)C2C(=O)O)cc1 (stereo not given)	4	11	9	6.6	2	-1	-2	-3	0.0
CCOc1cccc(C(=O)Nc2cccc(C(C)=O)c2)c1	0	1	0	1.4	2	-1	4	0	0.2
O=C(C1=C[C@@H](c2ccc(Br)cc2)C[C@@H](OCc2ccc(CO)cc2)O1)N1CCOCC1	-2	-6	1	0.2	44*	-1	-1	-3	-0.1
Cc1cccc(CCNC(=O)c2cc(=O)[nH]c3ccc(Br)cc23)c1	2	-3	-3	1.5	2	-2	-10	2	0.1
COCCCNC(=O)CCn1c(=O)c2ccccc2n(CC(=O)Nc2ccccc2C)c1=O	2	-5	-2	4.2	9	1	2	3	0.1
O=C1c2cccnc2C(=O)N1CO	-1	-3	6	0.6	-4	-5	-6	2	-0.1
O=C(COC(=O)Cc1c[nH]c2ccccc12)NC1CCS(=O)(=O)C1 (stereo not given)	3	1	0	0.0	1	-3	-4	0	-0.1
CCOC(=O)N1CCN(C(=O)c2cc(-c3ccc(F)cc3)[nH]c2C)CC1	1	-3	3	2.2	17	2	3	-1	-0.1
Cc1cc(C)n(-c2nc3c(c(=O)n(C)c(=O)n3C)n2C)n1	2	0	7	1.3	5	0	3	-1	0.2
CC(Sc1nc(-c2ccccc2)cc(C(F)(F)F)n1)C(=O)N1CCCC1 (stereo not given)	0	6	5	0.0	-8	-4	4	12	-0.1

Some of the compounds tested; rates above refer to the full screens.
